CHX counter: counter-screen for Shiga toxin inhibitors: cycloheximide protein synthesis inhibition. cell reporter, cycloheximide protein synthesis inhibition counterscreen. AID 2314. hit rate 12% among 300,000. max response, %; in the data active means max response mostly above about 13%, no sharp cut-off; inactive means mostly below about 14%; further: read at 38.3 µM for the half of the compounds with a filed dose; 0% is about no effect
Pf growth 48h: inhibits P. falciparum growth in the first generation, 48 h. hit rate 5.9% among 310,000. AID 504832. P. falciparum luciferase growth in erythrocytes, 48 h. Potency, µM (series often up to 28.7 µM), inactives show top-dose activity change, negative = inhibition, most hits filed as inhibitors; further: potency means the concentration at half of the fitted maximal effect; on the % scale 0 is the no-effect control and ±100 the full control effect
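In quantitative HTS format, infected erythrocytes bearing luciferase-reporter parasites were treated for a single generation at 37 C. Luminescence after adding detection reagent served as the growth measure.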
LmPK inhibitor: inhibitors of Leishmania mexicana pyruvate kinase; Potency, µM (titrated, usually from 57.5 µM), for the others: at the top dose activity change, negative = inhibition, hits mostly inhibitors; Q27686; purified LmPK, Kinase-Glo ATP luminescence, 1 h; hit rate 0.37% among 290,000; further: potency means the concentration at half of the fitted maximal effect; on the % scale 0 is the no-effect control and ±100 the full control effect
Target sequence (Q27686 whole entry, looked up): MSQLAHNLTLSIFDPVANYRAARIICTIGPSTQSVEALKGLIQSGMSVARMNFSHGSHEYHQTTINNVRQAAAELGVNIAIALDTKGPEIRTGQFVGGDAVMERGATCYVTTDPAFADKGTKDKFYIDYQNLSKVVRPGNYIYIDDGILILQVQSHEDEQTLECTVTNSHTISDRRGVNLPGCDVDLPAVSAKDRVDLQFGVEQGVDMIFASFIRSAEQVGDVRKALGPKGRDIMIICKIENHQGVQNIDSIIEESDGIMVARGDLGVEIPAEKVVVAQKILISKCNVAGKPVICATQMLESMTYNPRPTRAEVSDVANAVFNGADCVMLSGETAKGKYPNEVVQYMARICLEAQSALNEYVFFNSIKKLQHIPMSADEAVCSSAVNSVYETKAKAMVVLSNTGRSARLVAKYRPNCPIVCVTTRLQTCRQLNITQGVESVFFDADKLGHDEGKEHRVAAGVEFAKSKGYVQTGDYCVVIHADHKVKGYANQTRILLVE
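Kinase-Glo luminescence read after 1 h RT reaction of 0.1 nM LmPK with 0.5 mM PEP and 0.1 mM ADP. Activity scaled between uninhibited and enzyme-free controls.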
Pf growth 96h: P. falciparum growth inhibition at 96 hours; P. falciparum luciferase reporter growth, 96 h; Potency, µM (doses to about 28.7 µM), without a hit: at the highest dose activity change, negative = inhibition, actives largely listed as inhibitors; hit rate 6.9% among 320,000; AID 504834; further: potency means the concentration at half of the fitted maximal effect; on the % scale 0 is the no-effect control and ±100 the full control effect
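Parasite growth measured via integrated firefly luciferase reporter in P. falciparum. Infected erythrocytes at 2% hematocrit, 0.05% parasitemia final were treated 96 hours at 37 C under 5% CO2, and luminescence was read.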
Shiga toxin inh: Shiga toxin inhibition. Vero cells, Shiga toxin protein synthesis inhibition reporter. inhibition, % at 38.7 µM. hit rate 9.2% among 290,000. AID 2315; in the data active means inhibition mostly above about 28%, no sharp cut-off; inactive means mostly below about 43%; further: 0% is about no effect
Tb PYK inh: T. brucei pyruvate kinase inhibition; Q57TT1; TbPYK enzyme, Kinase-Glo Plus ATP luminescence, 45 min; Potency, µM (series often up to 76.8 µM), for the others: at the highest dose activity, negative = inhibition, usual class: inhibitors; hit rate 0.12% among 410,000; AID 624173; further: potency means the concentration at half of the fitted maximal effect; on the % scale 0 is the no-effect control and ±100 the full control effect; nearly all actives have a fitted effect of over 50% in size
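Luminescence from Kinase-Glo Plus, added after a 45-minute room-temperature reaction, served as the end-point read-out. The enzyme and substrate were preincubated with compound before ADP (130 uM final) initiated turnover. Concentration-effect curves came from normalized qHTS data.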
HCV inhibitor: blocks hepatitis C virus; Huh7.5.1 HCVcc-Cre infection, luciferase reporter, 44 h; Potency, µM (highest dose often 41.8 µM), inactives show at the top dose activity change, negative = inhibition, usual class: inhibitors; hit rate 3.4% among 340,000; AID 651820; further: potency means the concentration at half of the fitted maximal effect; on the % scale 0 is the no-effect control and ±100 the full control effect
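After 44 h co-culture of compound, cells and HCVcc-Cre (~0.5 moi), substrate is added for 15 min at room temperature and luciferase measured over 15 sec. Cells were seeded at 1,000/well and pre-cultured 4 h.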
Starred values were filed as active, the others as inactive; u = inconclusive; x = not tested or not shown; & = joins results of further samples; [ ] = another dose, or the depositor's remark. Unless noted, the call rests on the fitted dose curve; in most records, active means well fitted curve in the direction sought with a large enough effect; inconclusive means small, poorly fitted or top-dose-only effect, or another doubt; inactive means no such curve, though single readings can be large; an effect the other way counts as inactive or inconclusive.

SMILES	CHX counter	Pf growth 48h	LmPK inhibitor	Pf growth 96h	Shiga toxin inh	Tb PYK inh	HCV inhibitor
Cc1nc(SCC(=O)c2ccc(F)cc2)c([N+](=O)[O-])[nH]1	3.3	4.7%	-2.6%	1.85µM*	-17.8	-2.1%	13.6%
CN(C)S(=O)(=O)c1cc(NC(=O)c2ccc(-n3ccnc3)c([N+](=O)[O-])c2)ccc1Cl	-1.9	8.28µM*	3.2%	u	19.2	4.2%	u
CC1=C(C(=O)NCc2ccc3c(c2)OCO3)C2(CCC(C)CC2)OC1=O (stereo unspecified)	-3.2	-9.2%	2.2%	u	4.9	-18.1%	0.5%
CCCCC1CC(C)(C(=O)CSc2nc3ccccc3s2)OC1=O (stereo unspecified)	12.4	-0.9%	0.9%	x	23.1	3.5%	0.4%
O=C(Cc1cccc(C(F)(F)F)c1)Nc1ccc(S(=O)(=O)N2CCCC2)cc1	x	u	x	u	x	2.0%	u
C=CCc1cccc2cc(C(=O)N3CCN(C(=O)OCC)CC3)c(=O)oc12	-4.1	1.8%	6.2%	u	8.1	-6.9%	5.6%
c1ccc(CNC2=NCCCC2)cc1	-2.6	18.0%	-0.9%	-11.0%	-2.3	2.5%	-3.2%
Cn1ccnc1Sc1cc(Cl)ccc1[N+](=O)[O-]	-3.8	6.4%[5.75 µM]	-1.9%	-1.9%	-4.2	-4.0%	-10.0%
COn1c(=O)c(-c2ccccc2)[n+]([O-])c2ccccc21	-3.5	x	3.6%	6.1%	2.7	-0.1%	5.0%
O=C(NCC1CCCO1)c1sc(=S)n2c1[nH]c(=O)c1ccc(C(=O)N3CCCCC3)cc12 (stereo unspecified)	-0.4	10.4µM*	20µM*	u	-21.1	u	14.1%
Cc1cc(=O)oc2cc(OCc3nnc(-c4ccccc4Br)o3)ccc12	-2.8	x	2.0%	x	-13.6	26.7%	-5.0%
O=C(NC(=S)Nc1cccc(Cl)c1N1CCOCC1)c1cccs1	-5.1	-0.6%	5.6%	39.2%[1.15 µM]	-7.3	2.0%	u
O=C(O)CC1=C(O)C(=O)N(c2ccccc2)C1c1ccc(Br)cc1 (stereo unspecified)	-1.9	u	2.7%	0.4%	17.8	2.5%	10.0%
CCCCC/C=C\C/C=C\C/C=C\C/C=C\CCCC(=O)O	x	u	x	-0.6%	x	x	0.4%
Cc1ccc2cc(CN(Cc3ccco3)C(=O)c3ccco3)c3nnnn3c2c1	-2.8	4.1%	-4.9%	u	-4.4	3.7%	-24.2%
CCn1ccnc1CN(C)C(=O)C1CCC(=O)N(CCc2cccc(F)c2)C1 (stereo unspecified)	-1.6	17.1%	-12.8%	40.8%[activator]	-28.5	-0.5%	3.7%
Cc1cc2nc(NC3=NCN(Cc4ccc5c(c4)OCO5)CN3)nc(C)c2cc1C	-1.3	u	-7.7%	u	-20.7	x	x
CCOc1cc2c(cc1OCC)-n1cccc1C(c1ccccc1F)NC2 (stereo unspecified)	2.0	8.28µM*	0.7%	u	-14.7	-5.4%	-13.3%
CCOC(=O)N1CCN(C(=O)COC(=O)CNC(=O)c2ccc(Cl)cc2Cl)CC1	x	-14.7%	x	21.9%	x	0.8%	-4.2%
CCc1ccc(OCC(=O)NN2Cc3ccccc3C2=N)cc1	-3.8	16.7%	-2.8%	u	1.9	3.2%	u
O=S(=O)([N-]c1nc2ccccc2nc1-[n+]1ccc(CCCc2ccccc2)cc1)c1cccs1	4.8	7.38µM*	-2.6%	5.22µM*	7.5	1.6%	-23.4%
CCOc1cc(NCCN2CCOCC2)c([N+](=O)[O-])cc1OCC	-1.1	-14.2%	0.9%	u	15.8	-2.1%	-12.0%
O=C1CN(C(=O)COC(=O)/C=C/c2ccc(S(=O)(=O)N3CCOCC3)cc2)c2ccccc2N1	-4.6	-17.3%	-0.8%	-11.5%	22.5	-5.4%	3.8%
COc1ccccc1Nc1nc2nonc2nc1N1CCCCC1C (stereo unspecified)	-3.5	3.2%	2.4%	u	1.0	-4.2%	u
O=C(NC1=NCCS1)[C@H](Cc1ccccc1)N1C(=O)c2ccccc2C1=O	-2.7	x	10.0%	u	-5.8	-1.7%	5.3%

Overlap with the part before: 2 compounds, then new ones.
SMILES	CHX counter	Pf growth 48h	LmPK inhibitor	Pf growth 96h	Shiga toxin inh	Tb PYK inh	HCV inhibitor
COc1ccccc1Nc1nc2nonc2nc1N1CCCCC1C (stereo unspecified)	-3.5	3.2%	2.4%	u	1.0	-4.2%	u
O=C(NC1=NCCS1)[C@H](Cc1ccccc1)N1C(=O)c2ccccc2C1=O	-2.7	x	10.0%	u	-5.8	-1.7%	5.3%
CC(C)OC(=O)NCCOC(=O)Nc1cccc(Cl)c1	16.4	4.8%	3.0%	x	36.0	-0.1%	11.4%
O=C(CSc1n[nH]c(-c2ccccc2)n1)Nc1ncc(Br)cc1Br	-1.4	7.2%	0.5%	2.94µM*	-21.9	-12.1%	-26.4%
CN(CCOC(=O)c1ccccc1)Cc1ccccc1	11.7	1.9%	-0.5%	28.0%	12.9	-6.1%	18.1%
CCN(Cc1ccccc1)c1ccc(/C=N/NC(=O)c2cccc(S(=O)(=O)N3CCOCC3)c2)cc1	-2.6	u	-1.5%	u	-9.0	-1.6%	u
Cc1nc2cc3ccccc3cc2c(=O)[nH]1	30.6*	x	u	37.3%[activator]	45.7*	-12.0%	13.4%
COc1ccccc1NC(=O)CSc1nnc(C2CCCCC2)o1	-1.4	60.1%[activator]	2.0%	-21.2%[5.75 µM]	29.1	1.7%	-1.5%
COc1cc2c(cc1OC)CN(C(=O)Cn1ccccc1=O)CC2	-1.7	15.9%	-0.7%	-20.6%	11.9	1.8%	16.8%
CCOc1ccc(CC(=O)NCC2(N3CCCCC3)CCCCC2)cc1	-1.2	-8.7%	-0.5%	-9.7%	4.1	-2.6%	-7.9%
CC(C)C(CC(=O)NCc1ccco1)c1ccco1 (stereo unspecified)	1.0	0.0%	5.7%	-2.2%	-2.0	-6.3%	14.6%
COc1ccc(-c2noc(CSc3nc4sc(C)c(C)c4c(=O)n3-c3ccccc3)n2)cc1OC	-0.8	2.2%	3.9%	13.5%	-6.7	0.0%	u
NC(=O)c1ccc[n+](CC(=O)c2cccc([N+](=O)[O-])c2)c1	11.7	42.6%[activator]	-0.1%	-28.0%	-8.1	0.0%	2.7%
COc1ccc(OCC(=O)Nc2ccncc2)cc1	-1.7	-3.8%	-0.6%	-15.1%	-10.5	-1.2%	6.1%
O=C(Nc1ccc(S(=O)(=O)Nc2nccs2)cc1)c1cccc(F)c1	-1.8	3.2%	0.4%	-1.1%	-1.2	9.2%	-0.3%
C=CCn1c(SCC(=O)N2CC(C)OC(C)C2)nnc1-c1ccncc1 (stereo unspecified)	x	-3.7%	x	6.6%	x	-4.9%	-3.2%
C[C@H](NC(=O)C(c1ccccc1)c1ccccc1)c1ccccc1	2.8	u	-0.1%	u	-8.7	2.5%	-24.7%
CCOCc1nnc(NC(=O)c2ccc(NC(C)=O)cc2)s1	-5.8	-6.6%	-3.1%	16.6%	-3.2	-4.2%	9.4%
COc1cccc(CSc2nnc(C(F)(F)F)n2Cc2ccc(F)cc2)c1	8.6	7.6%	1.2%	u	11.8	2.6%	-8.3%
Clc1ccc2ncc(-c3nnnn3-c3ccccc3)c(-c3ccccc3)c2c1	-2.6	u	1.5%	u	-17.0	2.9%	2.82µM*
CC(C)[C@@]1(NC(=O)[C@@H]2C[C@@H]3c4cccc5[nH]cc(c45)C[C@H]3N(C)C2)O[C@@]2(O)[C@@H]3CCCN3C(=O)[C@H](Cc3ccccc3)N2C1=O	-1.8	1.85µM*	-11.9%	1.85µM*	-3.4	-1.7%&0.0%	4.3%[8.37 µM]
N#CCSc1ncnc2ccccc12	1.1	-12.8%	-1.2%	-26.5%	-4.5	-0.1%	u
COc1ccc(C2Nc3ccccc3C(=O)N2Cc2ccco2)cc1COc1ccc(F)cc1 (stereo unspecified)	60.2*	2.08µM*	5.6%	6.57µM*	40.4*	-9.4%	u
O=C1c2ccccc2C(=O)N1CCc1c[nH]c2ccc(O)cc12	33.6*	31.8%[activator]	2.5%	3.29µM*	45.6	-3.3%	u
CCOC(=O)C1CCCN(CC(O)COCc2ccc3c(c2)OCO3)C1 (stereo unspecified)	13.8	-26.5%	-0.5%	18.1%	10.0	-16.0%	-8.9%
O=C(CN1C(=O)NC2(CCCC2)C1=O)Nc1cc(Cl)ccc1N1CCCC1	-1.3	20.6%	6.8%	u	-2.2	5.5%	18.3%
COC(=O)c1scc(C)c1NC(=O)Cc1ccccc1	-2.5	29.1%	0.5%	32.0%[activator]	-10.0	-12.3%	13.4%

6 compounds from above, reduced to LmPK inhibitor.
Compound | LmPK inhibitor
N#CCSc1ncnc2ccccc12 | -1.2%
COc1ccc(C2Nc3ccccc3C(=O)N2Cc2ccco2)cc1COc1ccc(F)cc1 (stereo unspecified) | 5.6%
O=C1c2ccccc2C(=O)N1CCc1c[nH]c2ccc(O)cc12 | 2.5%
CCOC(=O)C1CCCN(CC(O)COCc2ccc3c(c2)OCO3)C1 (stereo unspecified) | -0.5%
O=C(CN1C(=O)NC2(CCCC2)C1=O)Nc1cc(Cl)ccc1N1CCCC1 | 6.8%
COC(=O)c1scc(C)c1NC(=O)Cc1ccccc1 | 0.5%

(next part)
SMILES	CHX counter	Pf growth 48h	LmPK inhibitor	Pf growth 96h	Shiga toxin inh	Tb PYK inh	HCV inhibitor
CC(=O)COC(=O)c1cccc(N2C(=O)C3C4C=CC(C4)C3C2=O)c1 (stereo unspecified)	-5.6	-6.8%	1.6%	13.1µM*	-16.3	5.8%	0.3%
Cc1cccc(Cc2cnc(NC(=O)c3ccc(C)o3)s2)c1	34.7*	x	-3.3%	-32.3%	71.0*	0.3%	u
CC(NC(=O)c1ccc2c(c1)OCCO2)c1ccc(S(N)(=O)=O)cc1 (stereo unspecified)	-1.7	8.4%	5.6%	10.8%	19.9	-3.2%	8.0%
CC1(CCc2ccc3c(c2)OCO3)NC(=O)c2ccccc2N1 (stereo unspecified)	-2.9	-12.8%	-1.4%	-1.1%	-12.1	u	23.6%
COc1ccc(C(=O)CCC(=O)NC2=NCCS2)cc1	0.9	8.9%	0.7%	4.4%	5.9	-0.5%	9.3%
COCCn1c(C)cc(C(=O)COC(=O)CCc2ccc(S(=O)(=O)N3CCOCC3)cc2)c1C	3.2	x	3.6%	1.6%	-6.2	0.3%	13.9%
COc1ccc(-n2nc(C(=O)Nc3nc4ccc(OC)cc4s3)c3ccccc3c2=O)c(OC)c1	5.4	9.5%	2.9%	-3.5%	-6.3	x	0.2%
COc1ccc(CC(=O)OCC(=O)NC2CCCCCC2)cc1OC	x	-1.0%	x	2.6%	x	-2.8%	3.8%
COc1ccc(NC(=O)C/C(C)=N/NC(=O)c2ccccn2)c(OC)c1	37.5*	10.1%	-6.8%	13.1µM*	87.9*	4.2%	-5.3%
O=C(CCc1ccccc1)Nc1cccc(-c2nnc(-c3ccco3)o2)c1	1.8	10.4µM*	3.9%	-9.1%	19.4	0.2%	7.0%
O=C(N/N=C/c1ccc(N2CCCC2)c([N+](=O)[O-])c1)c1cccnc1	5.3	-0.2%	-10.7%	u	26.2	-0.7%	u
CCN(CC)S(=O)(=O)c1ccc(C(=O)Nc2nnc(-c3ccco3)o2)cc1	-3.1	u	-1.9%[11.5 µM]	u	-3.9	4.4%	u

Assay outcomes deposited in PubChem BioAssay by National Center for Advancing Translational Sciences (NCATS).
